CYP2C19 act = increases human CYP2C19 enzyme activity; AID 1025; recombinant CYP2C19, luciferin-H EGE luminescence; hits give high values; 0 = fully inhibited enzyme, 1 = untreated enzyme; 96,000 tested, under 10 active; activation factor at 5 µM;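 active = activation factor of at least 2 at 5 µM in the primary screen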;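 note: 0 = wells with 2.5 mM tranylcypromine and 1 = vehicle-only wells; values of inactives mirror those of a sister screen read the other way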
Target sequence (P33261 whole entry, looked up): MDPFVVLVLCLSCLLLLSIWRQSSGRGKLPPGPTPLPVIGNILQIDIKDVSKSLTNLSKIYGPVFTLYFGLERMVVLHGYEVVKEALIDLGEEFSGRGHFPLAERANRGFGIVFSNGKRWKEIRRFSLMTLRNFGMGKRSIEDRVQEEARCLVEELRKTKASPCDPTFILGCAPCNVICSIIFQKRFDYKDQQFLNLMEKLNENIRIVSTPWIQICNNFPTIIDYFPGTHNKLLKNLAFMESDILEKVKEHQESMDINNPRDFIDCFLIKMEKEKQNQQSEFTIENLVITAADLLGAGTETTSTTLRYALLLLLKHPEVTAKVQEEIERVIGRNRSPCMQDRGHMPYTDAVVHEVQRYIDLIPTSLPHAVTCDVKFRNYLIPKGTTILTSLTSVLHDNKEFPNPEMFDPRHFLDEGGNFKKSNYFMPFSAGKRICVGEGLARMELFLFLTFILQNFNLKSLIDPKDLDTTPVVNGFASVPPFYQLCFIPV
MT1-MMP txn act = activates MT1-MMP transcription | HT1080 MT1-MMP promoter luciferase reporter, luminescence, overnight; hits give high values | activation factor at 10 µM | 0.16% of 86,000 active;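 active = activation factor of at least 2 for MT1-MMP transcription at 10 µM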
CYP2C9 inh = blocks human cytochrome P450 2C9; P11712; CYP2C9 Supersomes, luciferin-H conversion, luminescence; inhibition, % at 5 µM; 20% of 96,000 active;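 active = blocking of liver enzyme CYP2C9 beyond about 50% at 5 µM, limit read from the data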; note: values of inactives mirror those of a sister screen read the other way
Target sequence (P11712 whole entry, looked up): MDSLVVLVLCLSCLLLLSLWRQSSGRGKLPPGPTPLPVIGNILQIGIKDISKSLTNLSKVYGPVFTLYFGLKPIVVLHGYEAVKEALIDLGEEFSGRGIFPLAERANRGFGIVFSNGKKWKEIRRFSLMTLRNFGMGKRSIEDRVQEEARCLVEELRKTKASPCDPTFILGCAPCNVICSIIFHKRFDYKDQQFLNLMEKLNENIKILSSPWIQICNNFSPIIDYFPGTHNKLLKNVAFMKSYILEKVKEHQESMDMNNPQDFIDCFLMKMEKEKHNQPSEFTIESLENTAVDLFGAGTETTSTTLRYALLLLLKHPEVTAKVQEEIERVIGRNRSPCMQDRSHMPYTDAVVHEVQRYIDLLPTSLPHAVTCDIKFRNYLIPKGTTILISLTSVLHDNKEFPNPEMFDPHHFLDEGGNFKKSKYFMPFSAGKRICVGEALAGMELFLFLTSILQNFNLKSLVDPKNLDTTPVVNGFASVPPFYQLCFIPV
CD11b adhes enh = CD11b/CD18-fibrinogen binding enhancement; P05107+P11215; K562 CD11b/CD18 adhesion to fibrinogen, ATPlite luminescence; activation, % at 10 µM; 0.07% of 93,000 active; AID 1499;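 active = 10 µM primary screen giving 50% or more activity, confirmed by 40% or more on retest at that dose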; note: strong numbers were not always called active; reference of the scale not given here
Pyk2 oligo antag = antagonists of human Pyk2 oligomerization; 0.83% of 99,000 active; AID 1347419; z-score (the deposit names both 25 µM and 10 µM); Q293 cells, Pyk2 FERM NanoBiT luminescence; hits give low values; Q14289;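 active = Z-score of -3 or lower, scaled per plate to the spread of control and sample wells; inactive = z-score above -3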;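 note: negative z-score means lost luminescence so less FERM oligomerization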
PLAP activator = activators of human placental alkaline phosphatase | 1.2% of 96,000 active | activation fold at 20 µM | purified PLAP enzyme, luminescent substrate read-out; hits give high values; in the data active = activation fold above about 2
CYP2C19 inh = human CYP2C19 inhibition. CYP2C19 Supersomes, luciferin-H EGE luminescence, 30 min. inhibition, % at 5 µM. 21% of 96,000 active. AID 778;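 active = CYP2C19 inhibition above a set limit at 5 µM in the primary screen, cut at about 50% in these data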;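 note: plate controls were negative control wells for no effect and 2.5 mM tranylcypromine positive control for full effect; values of inactives mirror those of a sister screen read the other way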
CYP2C9 activ = activators of human CYP2C9; P11712; recombinant CYP2C9, luciferin-H conversion, luminescence; hits give high values; factor 1 = untreated enzyme, 0 = blocked; activation factor at 5 µM; 1.4% of 96,000 active; AID 1024;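 active = activation factor of 2 or more for CYP2C9 at a 5 µM dose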;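 note: 0 = sulfaphenazole-blocked wells and 1 = vehicle-only wells; values of inactives mirror those of a sister screen read the other way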
Mac1 fbg inh = blocks human CD11b/CD18 adhesion to fibrinogen; inhibition, % at 10 µM; 0.54% of 93,000 active; K562 CD11b/CD18 adhesion to fibrinogen, ATPlite luminescence; Mn2+ added to activate the integrin; P05107+P11215;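 active = primary inhibition of 50% or more at 10 µM, then 40% or more on retest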; note: some results filed as inactive read as strong as hits
An asterisk follows results filed as active; nt = not tested or not shown.

Values run as follows: CYP2C19 act | MT1-MMP txn act | CYP2C9 inh | CD11b adhes enh | Pyk2 oligo antag | PLAP activator | CYP2C19 inh | CYP2C9 activ | Mac1 fbg inh
1. Cc1ccc2[nH]c(=O)c(-c3nc4ccccn4c3NCc3ccco3)cc2c1
 : 0.9 | 1.2 | 42 | -3 | -0.84 | 1.1 | 12 | 0.6 | -17
2. CNC(=O)c1c(NC(NC(=O)c2ccco2)C(=O)c2ccc(Cl)cc2)sc2c1CCCC2 (centres undefined)
 : 0.8 | 1.1 | 46 | nt | -0.45 | 1.3 | 21 | 0.5 | nt
3. CN(C)C(=O)N1CCC(C(=O)NCc2cccs2)CC1
 : 1.1 | 1.1 | -20 | -3 | 1.1 | 1.2 | -12 | 1.2 | 4
4. O=C(Nc1ccc(N2CCN(C(=O)c3ccc(Cl)cc3)CC2)cc1)c1ccc2c(c1)OCCO2
 : 1 | nt | -6 | -3 | -3 | 1 | -4 | 1.1 | -21
5. CCCn1c(-c2ccc(F)cc2)cnc1SCC(=O)O
 : 0.9 | 1 | 14 | nt | 0.88 | 1.2 | 6 | 0.9 | nt
6. CCOc1ccc(NC(=O)c2ccncc2)cc1
 : 0.3 | 1.2 | 73* | 0 | 1.6 | 1.1 | 73* | 0.3 | -29
7. O=C(NCc1cccnc1)NC1(C(F)(F)F)Oc2ccccc2O1
 : 0.1 | 1.3 | 25 | -2 | 0.23 | 0.9 | 90* | 0.8 | -4
8. CCOC(=O)C1C(=O)NC(SC)=C(C#N)C1c1ccccc1F (centres undefined)
 : 0.1 | 1.1 | 42 | 1 | -1.6 | 1.2 | 91* | 0.6 | -6
9. Cc1cc2cc(CNC(=O)NC3CCCCC3)ccc2n1C
 : 1.1 | nt | -34 | -2 | nt | 1.2 | -11 | 1.3 | -13
10. CC(=O)Nc1nc(=O)c2ccccc2s1
 : 1.1 | 1.2 | -11 | -1 | 1.6 | 1 | -11 | 1.1 | -1
11. CN(C)C(=O)CN1C(=O)C2CCCCN2C(=O)c2ccccc21 (centres undefined)
 : 0.9 | 1 | 7 | -5 | -0.72 | 1.4 | 6 | 0.9 | -22
12. COc1cccc(-c2nnc(SCC(=O)N3CC(C)CC(C)C3)o2)c1 (centres undefined)
 : 0.4 | 1.1 | -17 | 1 | nt | 1.1 | 65* | 1.2 | -7
13. COc1ccccc1NC(=O)N1CCN(c2ccccn2)CC1
 : 0.7 | 0.9 | -78 | 10 | nt | 0.9 | 25 | 1.8 | -7
14. O=c1[nH]c(Cn2nnc(-c3ccccc3)n2)nc2scc(-c3ccccc3)c12
 : 0.7 | 1 | 82* | -1 | 0.1 | 1.5 | 35 | 0.2 | -24
15. CC1(C)CC2(CCO1)N1CC3(C)CN2CC(C)(C1)C3O (centres undefined)
 : 0.9 | 1.1 | 52* | -2 | 0.38 | 0.9 | 8 | 0.5 | -1
16. Cc1cc(C)c2c(CC(=O)NCc3ccco3)coc2c1
 : 0.1 | 1.1 | -58 | nt | 0.65 | 0.8 | 89* | 1.6 | nt
17. COc1ccccc1C1/C(=C(/O)c2ccc(Cl)cc2)C(=O)C(=O)N1CCN1CCOCC1 (centres undefined)
 : 0.9 | 1.1 | 25 | nt | 1.3 | 1.3 | 6 | 0.8 | nt
18. Cc1c(C(=O)O)cnc2cc(-c3ccc(Cl)cc3)nn12
 : 0.8 | 1.2 | 30 | -3 | nt | 1 | 17 | 0.7 | -5
19. O=C(O)c1cc2c(o1)CCC/C2=N\O
 : 1 | nt | -3 | nt | 0.81 | 0.9 | -3 | 1 | nt
20. CNC(=S)NNC(=O)CCn1nc(C)c(Br)c1C
 : 0.8 | nt | -34 | -2 | -0.75 | 2.1* | 22 | 1.3 | -2
21. CCCCOP(=O)(OCCCC)C1(NS(=O)(=O)c2ccccc2)C=CC(=O)c2ccccc21 (centres undefined)
 : 0.5 | 1.1 | 60* | 1 | -2.3 | 1.3 | 47 | 0.4 | 6
22. C=CCn1cnc2c(c1=O)c1nc3ccccc3nc1n2/N=C/c1ccccn1
 : 1.2 | 1 | -8 | -4 | -1.5 | 1.6 | -20 | 1.1 | 14
23. O=C(O)CCCCCN1C(=O)C(=O)/C(=C(/O)c2ccccc2)C1c1ccccc1 (centres undefined)
 : 1.1 | 1.1 | 5 | 0 | 1 | 1.1 | -7 | 0.9 | -7
24. CCCCOc1ccccc1NC(=O)CC1Nc2ccccc2NC1=O (centres undefined)
 : 0.7 | 1 | 64* | 10 | -1.4 | 1.5 | 26 | 0.4 | 3
25. COc1ccc(-c2n[nH]c(C)c2-c2cc(OC)ccc2O)cc1
 : 0 | 1.3 | 91* | -1 | 0.43 | 2* | 100* | 0.1 | -3
26. COc1ccc(N2CCN(c3oc(-c4ccccc4OC)nc3C#N)CC2)cc1
 : 0.8 | 1.2 | 1 | -4 | -0.8 | 1.5 | 19 | 1 | 20
27. CC1CC(C)CN(CCCNC(=O)c2csc3c2CCCC3)C1 (centres undefined)
 : 0.8 | 1.1 | 14 | -3 | 0.4 | 1.7 | 24 | 0.9 | -4
28. CCCSc1nsc(SCCC)c1C(N)=O
 : 0.7 | 1.4 | -9 | -1 | -0.64 | 1 | 32 | 1.1 | -6
29. N#CCn1c(C2CCCCC2)nc2ccccc2c1=O
 : 0.3 | 1 | 65* | -2 | -0.34 | 0.9 | 70* | 0.3 | -2
30. NC(=O)CSC1=Nc2ccccc2C2=NC(CCC(=O)NCc3ccc(F)cc3)C(=O)N12 (centres undefined)
 : 0.5 | 1 | 17 | 0 | -0.68 | 0.8 | 48 | 0.8 | -10

Look-ups from the entries so far:
CYP2C9 inh result of CNC(=S)NNC(=O)CCn1nc(C)c(Br)c1C : -34
CYP2C19 act result of C=CCn1cnc2c(c1=O)c1nc3ccccc3nc1n2/N=C/c1ccccn1 : 1.2

Next section
Values run as follows: CYP2C19 act | MT1-MMP txn act | CYP2C9 inh | CD11b adhes enh | Pyk2 oligo antag | PLAP activator | CYP2C19 inh | CYP2C9 activ | Mac1 fbg inh
31. OC(c1ccccc1)(c1ccc(F)cc1)C(c1ccccc1)N1CCOCC1 (centres undefined)
 : 0.3 | 1.1 | 4 | nt | -1.1 | 1.2 | 69* | 1 | nt
32. CCN(CC)C(NC(=O)Cc1ccccc1)C(Cl)(Cl)Cl (centres undefined)
 : 0.7 | nt | 10 | nt | 0.14 | 0.9 | 26 | 0.9 | nt
33. COc1ccc(NC(=O)CSc2nnc(Cc3cccn3C)n2CCc2ccccc2)c(OC)c1
 : 0.3 | 1.2 | 47 | nt | 0.43 | 1.3 | 75* | 0.5 | nt
34. Cc1cccc(-c2nnc(SCC#N)n2-c2ccccc2)c1
 : 0.5 | 1.2 | 36 | -1 | 0.41 | 1.1 | 51* | 0.6 | -3
35. Cc1ccc(C)c(N(C)S(=O)(=O)c2cccc3nsnc23)c1
 : 0.6 | 1 | -132 | -3 | -0.24 | 0.9 | 44 | 2.3* | -14
36. CC(=O)C1=C(C)NC(=O)NC1c1ccccc1OCC(=O)NCCc1ccccc1 (centres undefined)
 : 0.9 | 1.2 | 22 | -3 | 0.38 | 1.1 | 9 | 0.8 | -2
37. Nc1c(C(=O)NCC2CCCO2)sc(=S)n1-c1ccccc1 (centres undefined)
 : 1 | 1.4 | 8 | 0 | 0.65 | 0.9 | 5 | 0.9 | -8
38. Cc1ccc(C)c(/C(O)=C2\C(=O)C(=O)N(Cc3cccnc3)C2c2cccnc2)c1 (centres undefined)
 : 1 | 1 | 51* | nt | 0.93 | 1.1 | 1 | 0.5 | nt
39. O=C(CSCc1ccccc1)N/N=C/c1ccccc1OCc1ccccc1
 : 0.9 | nt | 60* | -1 | -0.71 | 0.8 | 14 | 0.4 | 21
40. CCOC(=O)/C(C#N)=C/Nc1ccccc1OC
 : 0.8 | nt | 21 | -3 | 0.59 | 1 | 18 | 0.8 | 2
41. CCC(Oc1ccccc1)C(=O)N1CCN(c2ccccn2)CC1 (centres undefined)
 : 0.2 | 1.1 | 85* | -2 | 0.78 | 1.1 | 79* | 0.1 | -22
42. Cn1c(SCc2nn[nH]n2)nc2c1c(=O)n(Cc1ccccc1Cl)c(=O)n2C
 : 1 | 1 | 55* | 2 | -0.06 | 1.2 | -4 | 0.5 | -26
43. CCN(CC)CCCCCOc1ccccc1OC
 : 0.9 | 1.1 | 23 | 1 | -0.78 | 1.3 | 12 | 0.8 | -5
44. COC(=O)CSc1ncnc2c1cnn2Cc1ccccc1
 : 0.3 | 1.1 | 32 | -1 | 1.2 | 0.9 | 68* | 0.7 | -5
45. COc1ccc(CCN2C(=O)c3[nH]nc(-c4ccccc4O)c3C2c2ccccc2)cc1OC (centres undefined)
 : 1 | 0.9 | -4 | 6 | -3.1* | 0.8 | -2 | 1 | -14
46. CCOC(=O)N1CCN(c2c(N3CCc4ccccc43)c(=O)c2=O)CC1
 : 0.6 | 1.1 | 15 | 0 | nt | 1.5 | 42 | 0.9 | 7
47. Cc1cc2n(n1)C(c1ccccc1Cl)Nc1ccccc1-2 (centres undefined)
 : 0.1 | 1.2 | 75* | -1 | 0.18 | 1.6 | 86* | 0.2 | -9
48. COC(CNC(=O)c1cccc2c1C(=O)N(Cc1cccnc1)C2)OC
 : 0.5 | 1.1 | 1 | -2 | 0.39 | 0.9 | 50* | 1 | -9
49. O=C(OCC(O)C(O)COC(=O)c1ccccc1)c1ccccc1 (centres undefined)
 : 0.2 | 0.9 | 57* | -2 | 1.1 | 0.9 | 84* | 0.4 | 6
50. CCOC(=O)c1sc(NC(=O)CSc2ccccn2)c(C#N)c1C
 : 1.1 | 1.1 | -8 | 58 | 1.8 | 1 | -12 | 1.1 | 3
51. COc1ccc(-n2ncc3c(NCc4ccco4)ncnc32)cc1
 : 0.8 | 1.5 | 21 | -2 | -0.3 | 0.8 | 22 | 0.8 | 6
52. Cc1c(/C=N/NC(=O)c2sc3ccccc3c2Cl)cnn1C
 : 0.5 | nt | -4 | 5 | 0.4 | 1.2 | 47 | 1 | 7
53. Cc1ccc(C(=O)N/C(=C/c2cccs2)C(=O)N2CCCCCC2)cc1
 : 0.7 | 1.1 | 51* | nt | -0.91 | 1.1 | 32 | 0.5 | nt
54. Nc1nc(N2CCCCC2)nc(N(c2ccccc2)c2ccccc2)n1
 : 1.1 | 1.1 | 5 | 18 | nt | 1 | -14 | 1 | 1
55. CCCCCSc1nnc2c(n1)OC(C)N(C(C)=O)c1ccccc1-2 (centres undefined)
 : 0.7 | 1.2 | 33 | -4 | nt | 1.6 | 26 | 0.7 | 3
56. COc1ccc(S(=O)(=O)N2Cc3ccccc3CC2C(=O)Nc2nccs2)cc1OC (centres undefined)
 : 0.1 | nt | 69* | -2 | -0.61 | 0.9 | 86* | 0.3 | -3
57. CC1(C)NC(=O)N(CCCSc2ccc(Cl)cc2)C1=O
 : 0.1 | 1.2 | 62* | -3 | -0.12 | 1 | 93* | 0.4 | 5
58. Cc1ccnc(NC(=O)C23CC4CC(CC(C4)C2)C3)c1
 : 0.1 | 1.2 | 17 | 5 | -0.57 | 1 | 94* | 0.8 | -4
59. O=C(Nc1cccn2ncnc12)c1ccccc1
 : 1 | nt | 5 | 3 | 0.64 | 1 | 2 | 0.9 | 9
60. COC(=O)C(=Cc1ccc(OCc2ccc([N+](=O)[O-])cc2)c(OC)c1)C(=O)OC
 : 0.8 | nt | 4 | 0 | -2.2 | 0.9 | 23 | 1 | -46

Limited to CYP2C9 activ, for 4 of the compounds above:
no.	molecule	CYP2C9 activ
47	Cc1cc2n(n1)C(c1ccccc1Cl)Nc1ccccc1-2 (centres undefined)	0.2
60	COC(=O)C(=Cc1ccc(OCc2ccc([N+](=O)[O-])cc2)c(OC)c1)C(=O)OC	1
52	Cc1c(/C=N/NC(=O)c2sc3ccccc3c2Cl)cnn1C	1
56	COc1ccc(S(=O)(=O)N2Cc3ccccc3CC2C(=O)Nc2nccs2)cc1OC (centres undefined)	0.3

Screening results deposited in PubChem by Sanford-Burnham Center for Chemical Genomics.
